INS-1E_ATP_HTS = protection of INS-1E cells from cytokine death, primary screen, ATP luminescence, single point. INS-1E cytokine-induced death, 48 h; normalised: neutral wells 0, positive control 100. protection from cytokine-induced ATP loss, % at 10 µM. 0.1% of 20,000 active;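 active means mean replicate protection from cytokine-induced ATP loss at least 50% and at least 75% of replicates each reaching 50%; inconclusive means meets only one of the two criteria, mean or replicate share; inactive means fails both the mean and replicate share criteria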
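assay system = INS-1E rat insulinoma cells | amount = 8000 cells per well | medium = phenol-red-free RPMI with 5% fetal bovine serum | doses = one compound concentration, pin transfer | timing = 48 h cytokine plus compound treatment, 10 min reagent incubation | also added = IL-1β, TNF-α and IFN-γ cytokine mix | signal = CellTiter-Glo luminescence measuring cellular ATP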
T_cruzi_intra = inhibitors of intracellular Trypanosoma cruzi, primary screen, cell-based, plate reader, single point, set 2; intracellular Trypanosoma cruzi in host cells; AID 651903, 2012; 4.9% of 22,000 active; activity score (inhibition), % at 5.01 µM; in the data active means activity score above about 55%; inconclusive means no clear call, values can overlap the other calls;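 further: parasites and compound incubated about four days before reading; 0% = median of neutral control wells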
Active calls of the source: *; u = inconclusive; x = not tested or not shown.

SMILES INS-1E_ATP_HTS T_cruzi_intra
C[C@H]1CN([C@@H](C)CO)C(=O)CCCn2nncc2CO[C@@H]1CN(C)S(=O)(=O)c1ccc2ccccc2c1 -2 -1
C[C@H]1CN([C@@H](C)CO)C(=O)c2cc(NC(=O)Nc3ccc4c(c3)OCO4)ccc2O[C@@H]1CN(C)S(=O)(=O)c1cccs1 x -2
C[C@@H]1CN([C@H](C)CO)C(=O)CCCn2cc(nn2)CO[C@H]1CN(C)C(=O)CCCN(C)C x -5
C[C@@H]1CN([C@@H](C)CO)C(=O)c2cc(NS(=O)(=O)c3ccc(Cl)cc3)ccc2O[C@@H]1CN(C)C(=O)Nc1ccc(F)cc1 -3 14
COc1ccc(C#Cc2cnc3c(c2)C(=O)N([C@H](C)CO)C[C@H](C)[C@H](CN(C)C(=O)Nc2ccccc2)O3)cc1OC x 31
CC(C)NC(=O)Nc1ccc2c(c1)C(=O)N([C@@H](C)CO)C[C@H](C)[C@@H](CN(C)C)O2 -2 1
C[C@@H]1CN([C@@H](C)CO)C(=O)CCCn2nncc2CO[C@@H]1CN(C)Cc1ccc(Cl)c(Cl)c1 x 26
C[C@@H]1CN([C@H](C)CO)C(=O)c2cc(NS(=O)(=O)c3cccs3)ccc2O[C@H]1CN(C)C(=O)NC1CCCCC1 6 -18
Cc1ccc(OC(=O)N(C)C[C@@H]2OCc3cn(nn3)CCCC(=O)N([C@@H](C)CO)C[C@@H]2C)cc1 x -3
C[C@@H]1CN([C@H](C)CO)C(=O)c2cc(NC(=O)Cn3cnnn3)ccc2O[C@@H]1CN(C)Cc1ccc(C(F)(F)F)cc1 0 -2

Retrieved by structure from the list above, 2 records:
SMILES INS-1E_ATP_HTS T_cruzi_intra
C[C@@H]1CN([C@H](C)CO)C(=O)c2cc(NS(=O)(=O)c3cccs3)ccc2O[C@H]1CN(C)C(=O)NC1CCCCC1 6 -18
CC(C)NC(=O)Nc1ccc2c(c1)C(=O)N([C@@H](C)CO)C[C@H](C)[C@@H](CN(C)C)O2 -2 1

Additional compounds:
SMILES INS-1E_ATP_HTS T_cruzi_intra
C[C@H]1CN([C@@H](C)CO)C(=O)c2cc(NC(=O)CCN3CCOCC3)ccc2O[C@H]1CN(C)S(=O)(=O)c1cn(C)cn1 13 -12
C[C@@H]1CN([C@H](C)CO)C(=O)Cc2cc(NC(=O)C3CC3)ccc2O[C@H]1CN(C)Cc1ccccc1 4 -2
O=C(O)CCCCCCC(=O)N/N=C/c1ccc(C(F)(F)F)cc1 12 -9
Cc1ccc(S(=O)(=O)Nc2cccc3c2O[C@H](CN(C)Cc2ccncc2)[C@H](C)CN([C@H](C)CO)C3=O)cc1 -1 -1
COc1ccc(S(=O)(=O)Nc2cccc3c2O[C@H](CN(C)CC2CCCCC2)[C@H](C)CN([C@H](C)CO)C3=O)cc1 -6 7
C[C@H]1CN([C@@H](C)CO)C(=O)c2cc(NC(=O)NC3CCCCC3)ccc2O[C@@H]1CN(C)Cc1ccc(C(F)(F)F)cc1 x 10
Cc1ccc(S(=O)(=O)Nc2cccc3c2O[C@H](CN(C)Cc2ccc(C(=O)O)cc2)[C@H](C)CN([C@H](C)CO)C3=O)cc1 10 -15
Cc1cc(C(=O)Nc2cccc3c2O[C@H](CN(C)S(C)(=O)=O)[C@@H](C)CN([C@H](C)CO)C3=O)n(C)n1 10 -40
C[C@H]1CN([C@@H](C)CO)C(=O)c2cc(NS(=O)(=O)c3ccc(Cl)cc3)ccc2O[C@H]1CN(C)C(=O)Nc1cccc2ccccc12 -2 0
C[C@H](CO)N1C[C@H](C)[C@H](CN(C)CC2CCCCC2)Oc2c(NC(=O)C3CC3)cccc2C1=O -5 -2

Sorted by count of non-hydrogen atoms (highest first): some entries from above
SMILES INS-1E_ATP_HTS T_cruzi_intra
C[C@H]1CN([C@@H](C)CO)C(=O)c2cc(NS(=O)(=O)c3ccc(Cl)cc3)ccc2O[C@H]1CN(C)C(=O)Nc1cccc2ccccc12 -2 0
Cc1ccc(S(=O)(=O)Nc2cccc3c2O[C@H](CN(C)Cc2ccc(C(=O)O)cc2)[C@H](C)CN([C@H](C)CO)C3=O)cc1 10 -15
C[C@H]1CN([C@@H](C)CO)C(=O)c2cc(NC(=O)CCN3CCOCC3)ccc2O[C@H]1CN(C)S(=O)(=O)c1cn(C)cn1 13 -12
COc1ccc(S(=O)(=O)Nc2cccc3c2O[C@H](CN(C)CC2CCCCC2)[C@H](C)CN([C@H](C)CO)C3=O)cc1 -6 7
Cc1cc(C(=O)Nc2cccc3c2O[C@H](CN(C)S(C)(=O)=O)[C@@H](C)CN([C@H](C)CO)C3=O)n(C)n1 10 -40
C[C@H](CO)N1C[C@H](C)[C@H](CN(C)CC2CCCCC2)Oc2c(NC(=O)C3CC3)cccc2C1=O -5 -2
O=C(O)CCCCCCC(=O)N/N=C/c1ccc(C(F)(F)F)cc1 12 -9

Remaining list, next part:
SMILES INS-1E_ATP_HTS T_cruzi_intra
C[C@@H]1CN([C@H](C)CO)C(=O)c2cc(NC(=O)c3ccncc3)ccc2O[C@H]1CN(C)Cc1ccncc1 8 -15
COc1ccc(NC(=O)Nc2ccc3c(c2)C(=O)N([C@H](C)CO)C[C@H](C)[C@@H](CN(C)C(=O)Nc2c(C)noc2C)O3)cc1 -2 -13
C[C@@H]1CN([C@H](C)CO)C(=O)c2cc(NC(=O)Cc3cn(C)c4ccccc34)ccc2O[C@H]1CN(C)S(=O)(=O)c1ccc(F)cc1 -12 -6
COc1ccc(S(=O)(=O)N(C)C[C@H]2OCCCC[C@@H](C)Oc3ccc(NC(=O)Nc4ccc(C(F)(F)F)cc4)cc3C(=O)N([C@H](C)CO)C[C@@H]2C)cc1 -48 u
C[C@@H]1CN([C@H](C)CO)C(=O)c2cccc(NC(=O)Nc3ccc(C(F)(F)F)cc3)c2O[C@@H]1CN(C)S(C)(=O)=O -3 -25
C[C@H](CO)N1C[C@H](C)[C@H](CN(C)S(C)(=O)=O)Oc2ccc(NC(=O)Cc3cn(C)c4ccccc34)cc2C1=O 1 3
C[C@@H]1CN([C@H](C)CO)C(=O)c2cc(NC(=O)Nc3ccc(F)cc3)ccc2O[C@H]1CN(C)S(=O)(=O)c1ccc(F)cc1 4 2
COc1ccc(NC(=O)Nc2ccc3c(c2)C(=O)N([C@@H](C)CO)C[C@H](C)[C@H](CN(C)Cc2ccc(Cl)c(Cl)c2)O3)cc1 -20 16
C[C@@H]1CN([C@@H](C)CO)C(=O)c2cc(NS(=O)(=O)c3cn(C)cn3)ccc2O[C@H]1CN(C)S(=O)(=O)c1ccccc1 3 5
COC(=O)CCCCCCC(=O)N/N=C/c1ccc(O)c(OC)c1 10 -13
C[C@H]1CN([C@@H](C)CO)C(=O)c2cc(NC(=O)NC3CCCCC3)ccc2O[C@H]1CN(C)S(C)(=O)=O x -4
O=C(NO)c1ccc(C(=O)N/N=C/c2ccc3c(c2)OCCO3)cc1 -6 -4
C[C@@H]1CN([C@H](C)CO)C(=O)CCCn2nncc2CO[C@@H]1CN(C)S(=O)(=O)c1ccc(Cl)cc1 x -9
COc1ccc(NC(=O)Nc2ccc3c(c2)C(=O)N([C@@H](C)CO)C[C@@H](C)[C@@H](CN(C)C(=O)NC(C)C)O3)cc1 x 6
C[C@@H]1CCCCO[C@@H](CN(C)S(=O)(=O)c2ccc(F)cc2)[C@@H](C)CN([C@H](C)CO)C(=O)c2cc(NC(=O)C3CCCCC3)ccc2O1 -2 14
Cc1noc(C)c1NC(=O)N(C)C[C@@H]1Oc2ccc(NC(=O)CCC(F)(F)F)cc2C(=O)N([C@@H](C)CO)C[C@H]1C 0 -1
C[C@@H]1CN([C@@H](C)CO)C(=O)c2cc(NS(=O)(=O)c3cn(C)cn3)ccc2O[C@@H]1CN(C)Cc1ccccc1 x 5
C[C@H](CO)N1C[C@H](C)[C@H](CN(C)C(=O)Nc2ccc3c(c2)OCO3)Oc2ccc(NS(=O)(=O)c3ccccc3)cc2CC1=O 8 -9
Cc1noc(C)c1NC(=O)Nc1cccc2c1O[C@H](CN(C)CC1CC1)[C@@H](C)CN([C@@H](C)CO)C2=O 18 2
Cc1ccc(S(=O)(=O)Nc2cccc3c2O[C@H](CN(C)CC2CCCCC2)[C@H](C)CN([C@H](C)CO)C3=O)cc1 -23 2
COc1ccc(NC(=O)Nc2ccc3c(c2)C(=O)N([C@H](C)CO)C[C@H](C)[C@H](CN(C)C(=O)Nc2ccc(F)cc2)O3)cc1 3 -3
COc1ccc(NC(=O)Nc2ccc3c(c2)C(=O)N([C@H](C)CO)C[C@@H](C)[C@H](CN(C)S(=O)(=O)c2cccs2)O3)cc1 x -4
C[C@@H]1CN([C@H](C)CO)C(=O)c2cc(NC(=O)CCN3CCOCC3)ccc2O[C@@H]1CN(C)S(C)(=O)=O 8 -51
Cc1noc(C)c1NC(=O)N(C)C[C@@H]1Oc2c(NC(=O)Nc3cccc4ccccc34)cccc2C(=O)N([C@H](C)CO)C[C@H]1C 0 10
COc1ccc(S(=O)(=O)Nc2cccc3c2O[C@@H](CN(C)Cc2ccc4c(c2)OCO4)[C@@H](C)CN([C@@H](C)CO)C3=O)cc1 3 4
C[C@@H]1CN([C@H](C)CO)C(=O)c2cccc(NC(=O)c3nc4ccccc4s3)c2O[C@@H]1CN(C)S(=O)(=O)c1cn(C)cn1 17 -11
C[C@@H]1CN([C@@H](C)CO)C(=O)c2cc(NC(=O)Nc3ccc(F)cc3)ccc2O[C@@H]1CN(C)S(=O)(=O)c1cn(C)cn1 0 -8
C[C@@H]1CN([C@@H](C)CO)C(=O)CCCn2cc(nn2)CO[C@H]1CN(C)S(=O)(=O)c1ccccc1F x -5
C[C@H]1CN([C@@H](C)CO)C(=O)c2cccc(NC(=O)c3ccc(-c4nccs4)cc3)c2O[C@H]1CN(C)C(=O)Nc1ccccc1 -1 -12
COc1ccc(/C=N/NC(=O)c2ccccn2)cc1OC -9 -9
COc1ccc(CN(C)C[C@@H]2OCc3cnnn3CCCC(=O)N([C@H](C)CO)C[C@@H]2C)cc1 x -18
Cc1ccc(S(=O)(=O)N(C)C[C@H]2Oc3ccc(NS(=O)(=O)c4ccccc4)cc3CC(=O)N([C@@H](C)CO)C[C@@H]2C)cc1 9 2
Cc1noc(C)c1NC(=O)Nc1ccc2c(c1)C(=O)N([C@@H](C)CO)C[C@H](C)[C@H](CN(C)S(=O)(=O)c1cn(C)cn1)O2 4 -27
C[C@H](CO)N1C[C@H](C)[C@H](CN(C)Cc2ccc(Cl)c(Cl)c2)Oc2c(NS(=O)(=O)c3ccc(F)cc3)cccc2C1=O -15 -39
C[C@@H]1CN([C@H](C)CO)C(=O)c2cccc(NS(=O)(=O)c3cn(C)cn3)c2O[C@@H]1CN(C)S(=O)(=O)c1ccc(F)cc1 3 -46
COc1ccc(S(=O)(=O)Nc2ccc3c(c2)CC(=O)N([C@@H](C)CO)C[C@H](C)[C@@H](CN(C)C(=O)Nc2ccc4c(c2)OCO4)O3)cc1 4 -14
C[C@@H]1CN([C@@H](C)CO)C(=O)Cc2cc(NC(=O)c3ccncc3)ccc2O[C@@H]1CN(C)Cc1ccc(C(=O)Nc2ccccc2N)cc1 -13 53
O=C(N/N=C/c1cccnc1Cl)c1ccccc1O -31 0
Cc1ccc(S(=O)(=O)N(C)C[C@H]2Oc3c(NC(=O)C4CC4)cccc3C(=O)N([C@H](C)CO)C[C@@H]2C)cc1 7 32
C[C@H]1CN([C@@H](C)CO)C(=O)Cc2cc(NC(=O)C3CCCCC3)ccc2O[C@@H]1CN(C)Cc1ccc2c(c1)OCO2 -11 66*
C[C@@H]1CCCCO[C@@H](CN(C)CC2CCCCC2)[C@@H](C)CN([C@H](C)CO)C(=O)c2cc(NS(=O)(=O)c3cn(C)cn3)ccc2O1 -9 -6
Cc1ccc(S(=O)(=O)N(C)C[C@@H]2Oc3ccc(NC(=O)Cc4ccccc4)cc3CC(=O)N([C@@H](C)CO)C[C@@H]2C)cc1 -6 26
C[C@@H]1CN([C@H](C)CO)C(=O)CCCn2cc(nn2)CO[C@@H]1CN(C)S(=O)(=O)c1ccccc1C#N x -3
Cc1noc(C)c1S(=O)(=O)Nc1cccc2c1O[C@@H](CN(C)C(=O)NC(C)C)[C@@H](C)CN([C@H](C)CO)C2=O 1 4
C[C@H]1CN([C@@H](C)CO)C(=O)c2cc(NC(=O)Cc3ccccc3)ccc2O[C@H]1CN(C)Cc1ccccc1 x 6
CC(C)NC(=O)Nc1ccc2c(c1)C(=O)N([C@@H](C)CO)C[C@@H](C)[C@@H](CN(C)C(=O)NC1CCCCC1)O2 4 -2
C[C@H]1CN([C@@H](C)CO)C(=O)Cc2cc(NC(=O)c3ccncc3)ccc2O[C@H]1CN(C)S(C)(=O)=O 6 -10
C[C@H]1CN([C@@H](C)CO)C(=O)Cc2cc(NC(=O)NC3CCCCC3)ccc2O[C@@H]1CN(C)S(=O)(=O)c1cccs1 2 -6
C[C@H](CO)N1C[C@H](C)[C@H](CN(C)S(=O)(=O)c2cccs2)Oc2ncc(Br)cc2C1=O x 6
COc1ccc(S(=O)(=O)N(C)C[C@@H]2Oc3ccc(NS(=O)(=O)c4ccc(Cl)cc4)cc3C(=O)N([C@@H](C)CO)C[C@H]2C)cc1 -8 23
Later entries.
SMILES INS-1E_ATP_HTS T_cruzi_intra
CNC[C@@H]1Oc2ccc(NS(=O)(=O)c3cn(C)cn3)cc2C(=O)N([C@H](C)CO)C[C@H]1C 0 -8
CNC[C@H]1Oc2ccc(NS(=O)(=O)c3ccc(OC)cc3)cc2CC(=O)N([C@H](C)CO)C[C@H]1C 4 -19
O=C(CCCCC(=O)N/N=C\c1ccc2c(c1)Cc1ccccc1-2)NO 94* 17
C[C@@H]1CN([C@@H](C)CO)C(=O)c2cc(NC(=O)CCCCCC(=O)Nc3ccccc3N)ccc2O[C@H]1CN(C)S(=O)(=O)c1cccs1 -13 -24
